Compound activity (PubChem)
Large T inhibition = SV40 large T antigen inhibitors, biochemical (AID 1903). inhibition, % at 20 µM; hits with a dose series show IC50 in µM. hit rate 0.39% among 310,000. SV40 large T antigen ATPase/helicase inhibition assay; higher % means a stronger effect; in the data active means a potency from the dose series; further: strong numbers were not always called active
NTR1 ag = agonists of NTR1, primary screen, imaging, U2OS cells, beta-arrestin-GFP, high content (AID 493036). P30989. hit rate 0.17% among 330,000. NTR1-U2OS beta-arrestin-GFP spot imaging, agonist mode. activation, % at 20 µM;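 active means activation at or above 40% of the spot to cytoplasm intensity ratio, with at least 20 cells analyzed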;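 further: 0% = DMSO without peptide and 100% = 100 nM NTR1 peptide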
Target sequence (P30989 whole entry, looked up): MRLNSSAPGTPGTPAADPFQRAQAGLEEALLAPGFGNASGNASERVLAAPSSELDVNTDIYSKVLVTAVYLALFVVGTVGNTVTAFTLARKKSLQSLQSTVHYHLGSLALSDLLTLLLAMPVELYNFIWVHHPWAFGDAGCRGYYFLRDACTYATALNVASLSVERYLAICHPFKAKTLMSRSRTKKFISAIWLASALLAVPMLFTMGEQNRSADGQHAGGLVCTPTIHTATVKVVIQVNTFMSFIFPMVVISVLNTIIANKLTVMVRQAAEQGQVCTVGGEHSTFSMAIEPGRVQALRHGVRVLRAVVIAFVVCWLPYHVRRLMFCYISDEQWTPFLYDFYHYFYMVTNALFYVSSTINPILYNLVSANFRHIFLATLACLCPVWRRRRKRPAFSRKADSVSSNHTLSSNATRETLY
Salmonella PhoP GFP = PhoP-dependent GFP reporter repression – Salmonella Typhimurium, primary screen (AID 1863) | S. Typhimurium PhoP-regulated promoter GFP reporter, 4 h; higher % means a stronger effect | inhibition, % at 50 µM, or IC50 in µM where a hit was titrated | hit rate 0.16% among 300,000;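 active means inhibition over 29.93%, a cutoff 3 SD above the screen mean, later confirmed by dose response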;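 further: 0% = low Mg2+ inducing control and 100% = high Mg2+ repressing control; strong numbers were not always called active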
UTI89 phage lysis = inhibition of K1F phage lysis, E. coli UTI89, bacterial capsule biogenesis inhibitors, alamar blue (AID 488966) | E. coli UTI89 K1F phage lysis, alamar blue, 2 h; higher % means a stronger effect | one-dose inhibition, % at 100 µM; IC50 in µM for titrated hits | hit rate 0.02% among 340,000;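 active means phage lysis inhibition, versus mean bacterial control, above a set limit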;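 further: capsule biogenesis inhibitors block K1F phage lysis so surviving cells raise fluorescence; higher fluorescence means more inhibition of phage lysis; actives were called in the ten point dose series up to 300 µM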
TNAP activators = stimulation of alkaline phosphatase TNAP activity – biochemical, luminescent, no phosphate acceptor, uHTS, primary screen (AID 1001). hit rate 0.03% among 200,000. one-dose activation fold at 20 µM; EC50 in µM for titrated hits. purified TNAP, luminescent activation assay, no phosphate acceptor; higher activation fold means a stronger effect; in the data active means activation fold from about 3, or a potency from the dose series; inactive means the rest, 99 in 100 with activation fold below about 1.6; further: many of its hits are not listed in these tables
Rac1 GTP hydrolysis = MgcRacGAP GTPase-activating activity inhibitors, confirmation, biochemical, ADP Hunter fluorescence; AID 624330; inhibition, % at 30 µM, or IC50 in µM where a hit was titrated; MgcRacGAP-stimulated Rac1 GTP hydrolysis, ADP Hunter fluorescence; higher % means a stronger effect; GST-tagged Rac1 F28L mutant substrate; hit rate 0.6% among 340,000;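 active means first-screen hits whose inhibition reached a set limit at any dose in the follow-up dose series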;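 further: fluorescence reports GDP produced by GAP-driven GTP hydrolysis; strong numbers were not always called active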
T cell modulator = T cell immune modulators affecting CD8 T cell-vesicle binding; 2C CD8+ T cell-vesicle binding, flow cytometry; stronger effect = lower value; calls only at 7 µM; hit rate 0.068% among 330,000; AID 2052;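 active means response, share of CD8 T cells binding vesicles, and their 90th percentile fluorescence all below set limits, cut at about 80% in these data, passing the limit was not always enough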
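Test system: purified 2C TCR transgenic mouse naive CD8+ T cells. Probe or stimulus: QL9-peptide-loaded Drosophila micro-vesicles bearing Ld, ICAM-1 and B7-1. Incubation: binding step 1.5 h, 37 °C, antibody labelling 20 min, ice. Measured by: flow cytometry of vesicle-bound cells.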
Myeloid diff MLP = myeloid differentiation induction. ER-HoxA9 myeloid progenitors, lysozyme-GFP differentiation, flow cytometry. calls only at 10 µM. hit rate 1% among 360,000;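 active means normalized GFP-positive differentiation at or above the plate's own cutoff, the solvent-only control mean plus 3 SD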;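 further: cells exposed to compound for four days before flow analysis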
RSV CPE inhibition = RSV antiviral activity via CPE protection, HEp-2 cells, primary 10 µM value included (AID 2391); HEp-2 cells, RSV-induced CPE inhibition; higher % means a stronger effect; one-dose CPE inhibition, % at 10 µM; IC50 in µM for titrated hits; hit rate 0.13% among 310,000; in the data active means a potency from the dose series; further: strong numbers were not always called active
T cell modulator vesicle-bound % = recorded beside T cell modulator, whose call it bears; double positive events, %; measured here: CD8+ vesicle-bound cell fraction;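 binding gate set so that unloaded-vesicle control wells show 10% double positive cells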
NTR1 ag cell count 20 µM = recorded beside NTR1 ag, whose call it bears; cell count; measured here: cell count, cytotoxicity flag
Myeloid diff MLP GFP+ MAC1+ % = also measured in Myeloid diff MLP; calls as there; GFP+ MAC1+ double positive, %; measured here: differentiation confirmed by MAC1 staining
An asterisk follows results filed as active; i = inactive; · = no result given; & = joins results of further samples; [ ] = another dose, or the depositor's remark. Rows were taken by chance; 2.3% or so of the library scored in one or more.

Results follow in this order: TNAP activators	T cell modulator vesicle-bound %	UTI89 phage lysis	Salmonella PhoP GFP	Large T inhibition	Myeloid diff MLP	Myeloid diff MLP GFP+ MAC1+ %	T cell modulator	Rac1 GTP hydrolysis	RSV CPE inhibition	NTR1 ag	NTR1 ag cell count 20 µM
[1] CC(C)Cn1c(N)c(C(=O)COC(=O)C2Cc3ccccc3CN2S(C)(=O)=O)c(=O)n(C)c1=O (stereo not given)
 : ·	20	-0.5%	·	·	i	5.7	i	2%	2.8%	1.9	56
[2] CC(=O)COc1ccc2c(C)c(C)c(=O)oc2c1
 : 1.1	48	0.4%	1%	12%	i	0.8	i	6%	2.8%	-1.1	52
[3] CC(Sc1nnc(C2CC2)n1C1CC1)C(=O)NC1(C#N)CCCCC1 (stereo not given)
 : ·	40	0.4%[50 µM]	·	·	i	1.1	i	1%	0.6%	2.7	63
[4] COc1ccccc1-c1coc2c(CN3C(C)CCCC3C)c(O)ccc2c1=O (stereo not given)
 : ·	59	0.1%	7%	9%	i	0.4	i	6%	2.0%	-0.2	43
[5] NC(=O)c1ccsc1NC(=O)COC(=O)COc1ccc(C=O)cc1
 : ·	30	-0.1%	·	·	i	0.4	i	3%	0.4%	-0.2	88
[6] COC(=O)/C=C1/S/C(=N/NC(=O)c2ccc(Cl)cc2Cl)NC1=O
 : ·	42	·	-10%	22%	i	0.1	i	·	1.8%	0.4	50
[7] Cc1nc2cc(Nc3ccncc3)ccc2s1
 : 1.1	7	0.2%	-5%	4%	i	0.3	i	15%	-1.1%	0.9	50
[8] O=C(CCN1C(=O)c2cccc3cccc(c23)C1=O)NC1CCS(=O)(=O)C1 (stereo not given)
 : ·	44	-0.5%[50 µM]	-7%	23%	i	0.9	i	-9%	-0.5%	-0.4	44
[9] COc1ccc(NC(=O)Nc2cccnc2)cc1
 : 1.1	36	0.5%	-8%	1%	i	0.9	i	1%	2.6%	1.3	57
[10] CCOc1nc(NC2CCCC2)nc(N2CCC(C)CC2)n1
 : ·	11	0.3%	-2%	3%	i	0.8	i	5%	12%	15	48
[11] CSc1nnc(SCC(=O)Nc2ccc3[nH]c(=O)[nH]c3c2)s1
 : ·	40	0.8%[50 µM]	·	·	i	0.6	i	-1%	1.0%	2.4	60
[12] Cc1ccc(C(CCNC(C)c2cccs2)c2ccco2)cc1 (stereo not given)
 : ·	42	-1.2%	-3%	6%	i	0.4	i	6%	·	1.8	38
[13] COc1ccc(/C=N/Nc2nncc3ccccc23)c(OC)c1
 : 1	44	3.9%	9%	8%	i	0.5	i	-6%	3.2%	3.2	53
[14] Cc1cc(-c2n[nH]c(=S)n2/N=C/c2ccc(Br)s2)n[nH]1
 : 1.7	40	6.1%	3%	35%	i	0.3	i	92µM*	2.1%	1.4	57
[15] CN1CCN(C(=O)C2=C[C@H](c3ccccc3)C[C@H](OCc3ccc(CO)cc3)O2)CC1
 : 1.2	25	0.6%	-6%	11%	i	0.1	i	9%	-0.4%	6.8	78
[16] CN(C)C(=O)NC1CCCCCCCCCCC1
 : 1.1	53	1.6%	-3%	1%	i	0.8	i	12%	0.7%	0.9	36
[17] COC(=O)c1ccc(C)c(NC(=O)C(CCSC)NC(=O)c2cc(OC)c(OC)c(OC)c2)c1 (stereo not given)
 : ·	45	0.2%	-4%	11%	i	0.3	i	4%	0.4%	-0.1	78
[18] CCOc1c(C)cc(-c2ncccc2O)cc1C
 : 1.1&1.1	56&8	3.0%&0.2%	22%&-8%	6%&15%	i	3.9&0.7	i	-1%&6%	5.6%&1.0%	-0.8&-0.9	46&80
[19] CSc1nc(NC(C)(C)C)nc(Oc2ccc(=O)[nH]n2)n1
 : 1	23	0.0%	-9%	5%	i	0.4	i	9%	0.7%	0.3	98
[20] Cc1n[nH]c(=O)c2c(NC(=O)COC(=O)/C=C/c3cccc(C(F)(F)F)c3)oc(C)c12
 : ·	22	0.2%[50 µM]	-9%	6%	i	0.6	i	5%	0.6%	1.0	57
[21] O=C(CCCC(=O)c1ccc(F)cc1)c1ccc(F)cc1
 : ·	7	-0.1%	10%	1%	i	0.8	i	5%	0.9%	-1.0	67
[22] Cc1cccc(NC(=O)c2cnc3sccn3c2=O)c1C
 : 1.2	·	·	7%	-8%	i	1.4	·	·	·	-0.1	68
[23] Cc1nc2c(o1)CCc1ccccc1C2O (stereo not given)
 : 1	3	1.2%	-2%	6%	i	5.8	i	5%	-1.8%	0.4	85
[24] CCOc1ccccc1NC(=S)NCc1cccn1C
 : 1.1	34	0.1%	-11%	22%	i	1.2	i	5%	1.3%	-0.1	80
[25] COc1cc(NC(=O)[C@@H](NC(=O)c2ccco2)C(C)C)c(OC)cc1NC(=O)c1ccccc1
 : 1.1	59	0.3%	-5%	23%	i	0.2	i	5%	5.5%	0.4	55
[26] CCN(CC)c1ccc(-n2c(C)c(C(C)=O)c(C(C)=O)c2C)cc1
 : 1.1	36	0.6%	8%	23%	i	0.6	i	5%	12%	1.2	86
[27] O=C(NCCc1ccccc1)C(=O)NCC1OCCCN1S(=O)(=O)c1ccc(F)cc1 (stereo not given)
 : ·	19	0.2%	-5%	27%	i	0.8	i	8%	1.0%	0.2	71
[28] Cn1c(C=O)c(-c2ccc3cc[nH]c3c2)c2ccccc21
 : ·	31	-0.2%	·	·	i	1.8	i	-8%	8.2%	2.6	64
[29] COc1ccc(N/N=C(\C#N)C(=N)SCc2ccccc2)cc1
 : 0.7	·	0.0%	-7%	17%	i	0.0	·	15%	·	·	·
[30] O=C(CN1C(=O)c2ccccc2S1(=O)=O)Nc1ncccn1
 : ·	31	2.3%[50 µM]	7%	10%	i	1.0	i	12%	0.5%	3.8	61
[31] CC(C)Oc1ccc(CCNC(=O)C2CCC(=O)N(C3CCCCCC3)C2)cc1 (stereo not given)
 : ·	43	0.1%	1%	11%	i	0.6	i	11%	12%	-0.5	64
[32] Cc1ccc(OCC(=O)NC2CCCCCC2)cc1C
 : ·	12	0.0%	-5%	26%	i	0.6	i	8%	2.8%	1.9	57
[33] O=C(CCN1C(=O)/C(=C/c2ccc3c(c2)OCO3)SC1=S)Nc1ccccc1
 : 1.1	48	2.7%	17%	11%	i	0.5	i	9%	8.7%	2.7	52
[34] CCC(=O)Nc1ccc(C(=O)NNC(=O)c2cccc(C)c2)cc1
 : ·	24	0.0%	-8%	5%	i	0.6	i	4%	1.2%	0.0	68
[35] O=C(CSc1ccccn1)Nc1nc2c(ccc3ccccc32)s1
 : 1.1	50	4.0%	0%	11%	i	0.0	i	-2%	38%	7.9	57
[36] O=[N+]([O-])c1ccc(NC(=S)N2CCCC2)cc1
 : ·	57	0.0%	1%	0%	i	0.2	i	8%	1.6%	0.8	52
[37] CCCCCCOC(=O)Sc1nc2ccccc2o1
 : 1.1	18	-0.4%	35%	3%	i	2.6	i	7%	-0.5%	-1.2	78
[38] O=C1CCC(C(=O)N2CCCCO2)CN1CCc1ccccc1 (stereo not given)
 : ·	3	0.1%	-11%	10%	i	2.0	i	2%	1.6%	2.9	64
[39] C=CCn1c(O)c(N=Nc2nc3ccccc3c(=O)n2-c2ccccc2)c2ccccc21
 : 0.8	59	1.9%[50 µM]	-7%	3%	i	0.1	i	5%	1.1%	0.6	65
[40] O=C(COC(=O)/C=C/c1ccc([N+](=O)[O-])cc1)NCC1CCCCC1
 : ·	38	0.7%[50 µM]	·	·	i	0.7	i	3%	·	0.9	59
[41] CCCNC(=O)CN(c1ccc(F)c(Cl)c1)S(C)(=O)=O
 : 1.1	12	1.0%	4%	16%	i	6.9	i	6%	1.1%	-0.3	59
[42] CC(C)NC(=O)N(C)C[C@H]1Oc2ccc(NC(=O)Cc3ccccc3)cc2C(=O)N([C@H](C)CO)C[C@@H]1C
 : ·	10	-0.4%	·	·	i	0.5	i	-4%	·	1.6	50
[43] COc1cc(/C=C2/C(=O)NN(c3cccc(C)c3)C2=O)ccc1OC(=O)c1ccco1
 : 1	34	-0.6%	-1%	32µM*	i	0.3	i	11%	1.7%	39	50
[44] CNC(=O)c1c(Cl)cnn1-c1ccc(F)cc1
 : 1.1	59	-0.6%	-3%	7%	i	0.3	i	6%	-0.4%	-0.5	44
[45] CC1CCN(Cc2cc(=O)oc3cc(O)c(Cl)cc23)CC1
 : ·	25	0.6%[50 µM]	5%	13%	i	0.6	i	·	4.5%	0.6	81
[46] COc1ccc(S(=O)(=O)Cc2ccc(C(=O)N3CCN(Cc4ccccc4)CC3)o2)cc1
 : 1.1	41	-1.1%	-1%	4%	i	3.9	i	3%	1.1%	-3.0	53

Entries 43–46, reprinted for reference:
Results follow in this order: TNAP activators	T cell modulator vesicle-bound %	UTI89 phage lysis	Salmonella PhoP GFP	Large T inhibition	Myeloid diff MLP	Myeloid diff MLP GFP+ MAC1+ %	T cell modulator	Rac1 GTP hydrolysis	RSV CPE inhibition	NTR1 ag	NTR1 ag cell count 20 µM
[43] COc1cc(/C=C2/C(=O)NN(c3cccc(C)c3)C2=O)ccc1OC(=O)c1ccco1
 : 1	34	-0.6%	-1%	32µM*	i	0.3	i	11%	1.7%	39	50
[44] CNC(=O)c1c(Cl)cnn1-c1ccc(F)cc1
 : 1.1	59	-0.6%	-3%	7%	i	0.3	i	6%	-0.4%	-0.5	44
[45] CC1CCN(Cc2cc(=O)oc3cc(O)c(Cl)cc23)CC1
 : ·	25	0.6%[50 µM]	5%	13%	i	0.6	i	·	4.5%	0.6	81
[46] COc1ccc(S(=O)(=O)Cc2ccc(C(=O)N3CCN(Cc4ccccc4)CC3)o2)cc1
 : 1.1	41	-1.1%	-1%	4%	i	3.9	i	3%	1.1%	-3.0	53
